# GLS inhibitor – glutaminase GLS (human) inhibition | GLS enzymatic activity, qHTS titration | hit rate 0.21% among 410,000 | AID 624170 | Potency, µM (series often up to 45.5 µM), for the others: at the highest dose activity change, negative = inhibition, actives largely listed as inhibitors | O94925; further: potency means the concentration at half of the fitted maximal effect; on the % scale 0 is the no-effect control and ±100 the full control effect
#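 Two-point fluorescence kinetic (t0, 30 min RT) for hKGA; glutamate detected via glutamate oxidase–HRP–Amplex Red. Substrate: 1 mM L-glutamine solution; buffer 45 mM KH2PO4, pH 8.2.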
# HP1b chromo inh – blocks HP1-beta chromodomain binding to methylated histone tails; P83916; Potency, µM (titrated, usually from 114 µM), without a hit: at the highest dose activity change, negative = inhibition, usual class: inhibitors; hit rate 0.56% among 390,000; AlphaScreen HP1-beta / biotin-H3K9me3 peptide binding; further: potency means the concentration at half of the fitted maximal effect; nearly all actives have a fitted effect of over 70% in size; inactives centre near 23
#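 Compound inhibition of the preformed complex between 50 nM HP1-beta and 50 nM biotinylated H3K9me3 peptide was read by AlphaScreen. Buffer was PBS pH 7.4 with 0.01% Tween-20. Incubations ran 30 min at room temperature, with 10 ug/mL donor/acceptor beads.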
# RGS4 inhibitor – inhibitors of human regulator of G protein signaling 4; P49798; Transcreener GDP fluorescence polarization, RGS4-accelerated GTP hydrolysis; Potency, µM (titrated, usually from 114 µM), for the others: at the top dose activity change, negative = inhibition, usual class: inhibitors; hit rate 0.039% among 390,000; AID 504845; further: potency means the concentration at half of the fitted maximal effect; on the % scale 0 is the no-effect control and ±100 the full control effect; nearly all actives have a fitted effect of over 75% in size; some results filed as inactive show a strong effect at the top dose
#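 MLSMR compounds (23 nl, pin-transferred) preincubated 10 min at room temperature with a 500nM (2x) first reagent, then RGS4 at 900nM (2x) plus Transcreener GDP mix added; fluorescence polarization (620/688 nm) read before and after 90 min at 30 °C.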
# ALOX12 inh – blocks human arachidonate 12S-lipoxygenase | hit rate 1.1% among 580,000 | Potency, µM (doses to about 108 µM), for the others: at the highest dose activity change, negative = inhibition, most hits filed as inhibitors | P18054 | purified 12hLO, xylenol orange hydroperoxide absorbance; further: potency means the concentration at half of the fitted maximal effect; on the % scale 0 is the no-effect control and ±100 the full control effect
#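 Purified human 12hLO (150 nM final) in 25 mM Hepes, 0.01% Triton X-100, pH 7.0 was preincubated 15 min at room temperature with compound. Then 40 uM arachidonic acid was added, 30 min. Hydroperoxide was read by Fe-XO absorbance ratio 573/405 nm.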
# ERG Ets-DNA blk – ERG Ets/DNA interaction inhibition; P11308; fluorescence polarization, His-ERG Ets domain / labelled DNA; Potency, µM (titrated, usually from 76.9 µM), for the others: at the top dose FP activity, negative = inhibition, actives largely listed as inhibitors; hit rate 0.028% among 370,000; AID 624246; active means well fitted inhibition curve with a large enough effect in the polarisation, with a control signal flat; inconclusive means small, poorly fitted or top-dose-only effect, or effect the other way, or a change in a side signal; inactive means no such curve, though single readings can be large or run the other way; the % refers to the polarisation;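 further: polarization taken with two DNA probes labelled with fluorescein and Texas red; potency means the concentration at half of the fitted maximal effect; % of control where 0% means no effect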
#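 His-tagged ERG Ets domain (1 uM in the protein solution; 300mM KCl, 50mM Tris-HCl, 1mM EDTA, 1mM DTT, pH 7.5) received compound, then a probe mix of 5 nM fluorescein-DNA and 100nM Texas-615-DNA. Fluorescence polarization was read for both dyes.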
# PI4K2A block – PI4K2A (human) kinase inhibition; Q9BTU6; purified PI4K2A, ADP-Glo luminescence, 1 h; stronger effect = lower value; activity change, negative = inhibition, % at 76.9 µM; hit rate 0.13% among 420,000; AID 1346378; in the data active means activity change below about -50%; inconclusive means mostly about -30% to -49%;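 further: -100% = wells without enzyme as full effect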
#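 In this quantitative HTS, ADP production by PI4K2A was quantified luminescently after 1 h at ambient temperature; 100 microM adenosine served as plate-quality control.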
# G9a inh – G9a (human) methyltransferase inhibition; Potency, µM (highest dose often 102 µM), inactives show top-dose activity, negative = inhibition, hits mostly inhibitors; Q96KQ7; G9a H3K9 monomethylation, AlphaScreen, 2 h; hit rate 8.8% among 350,000; further: potency means the concentration at half of the fitted maximal effect; on the % scale 0 is the no-effect control and ±100 the full control effect; nearly all actives have a fitted effect of over 75% in size
#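 G9a (20 nM) was preincubated 15 min with compound, then reacted 2 h at room temperature with 500 nM biotin-H3K9 peptide and 20 µM SAM. Monomethyl-H3K9 detected by AlphaScreen using anti-H3K9me1 antibody.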
# BAZ2B inh – blocks human BAZ2B | AlphaScreen BAZ2B-H3K14Ac peptide displacement | Potency, µM (doses to about 114 µM), inactives show top-dose activity change, negative = inhibition, usual class: inhibitors | hit rate 4.4% among 360,000 | AID 504333; further: potency means the concentration at half of the fitted maximal effect; on the % scale 0 is the no-effect control and ±100 the full control effect; nearly all actives have a fitted effect of over 60% in size
# Target sequence (Q9UIF8 whole entry, looked up): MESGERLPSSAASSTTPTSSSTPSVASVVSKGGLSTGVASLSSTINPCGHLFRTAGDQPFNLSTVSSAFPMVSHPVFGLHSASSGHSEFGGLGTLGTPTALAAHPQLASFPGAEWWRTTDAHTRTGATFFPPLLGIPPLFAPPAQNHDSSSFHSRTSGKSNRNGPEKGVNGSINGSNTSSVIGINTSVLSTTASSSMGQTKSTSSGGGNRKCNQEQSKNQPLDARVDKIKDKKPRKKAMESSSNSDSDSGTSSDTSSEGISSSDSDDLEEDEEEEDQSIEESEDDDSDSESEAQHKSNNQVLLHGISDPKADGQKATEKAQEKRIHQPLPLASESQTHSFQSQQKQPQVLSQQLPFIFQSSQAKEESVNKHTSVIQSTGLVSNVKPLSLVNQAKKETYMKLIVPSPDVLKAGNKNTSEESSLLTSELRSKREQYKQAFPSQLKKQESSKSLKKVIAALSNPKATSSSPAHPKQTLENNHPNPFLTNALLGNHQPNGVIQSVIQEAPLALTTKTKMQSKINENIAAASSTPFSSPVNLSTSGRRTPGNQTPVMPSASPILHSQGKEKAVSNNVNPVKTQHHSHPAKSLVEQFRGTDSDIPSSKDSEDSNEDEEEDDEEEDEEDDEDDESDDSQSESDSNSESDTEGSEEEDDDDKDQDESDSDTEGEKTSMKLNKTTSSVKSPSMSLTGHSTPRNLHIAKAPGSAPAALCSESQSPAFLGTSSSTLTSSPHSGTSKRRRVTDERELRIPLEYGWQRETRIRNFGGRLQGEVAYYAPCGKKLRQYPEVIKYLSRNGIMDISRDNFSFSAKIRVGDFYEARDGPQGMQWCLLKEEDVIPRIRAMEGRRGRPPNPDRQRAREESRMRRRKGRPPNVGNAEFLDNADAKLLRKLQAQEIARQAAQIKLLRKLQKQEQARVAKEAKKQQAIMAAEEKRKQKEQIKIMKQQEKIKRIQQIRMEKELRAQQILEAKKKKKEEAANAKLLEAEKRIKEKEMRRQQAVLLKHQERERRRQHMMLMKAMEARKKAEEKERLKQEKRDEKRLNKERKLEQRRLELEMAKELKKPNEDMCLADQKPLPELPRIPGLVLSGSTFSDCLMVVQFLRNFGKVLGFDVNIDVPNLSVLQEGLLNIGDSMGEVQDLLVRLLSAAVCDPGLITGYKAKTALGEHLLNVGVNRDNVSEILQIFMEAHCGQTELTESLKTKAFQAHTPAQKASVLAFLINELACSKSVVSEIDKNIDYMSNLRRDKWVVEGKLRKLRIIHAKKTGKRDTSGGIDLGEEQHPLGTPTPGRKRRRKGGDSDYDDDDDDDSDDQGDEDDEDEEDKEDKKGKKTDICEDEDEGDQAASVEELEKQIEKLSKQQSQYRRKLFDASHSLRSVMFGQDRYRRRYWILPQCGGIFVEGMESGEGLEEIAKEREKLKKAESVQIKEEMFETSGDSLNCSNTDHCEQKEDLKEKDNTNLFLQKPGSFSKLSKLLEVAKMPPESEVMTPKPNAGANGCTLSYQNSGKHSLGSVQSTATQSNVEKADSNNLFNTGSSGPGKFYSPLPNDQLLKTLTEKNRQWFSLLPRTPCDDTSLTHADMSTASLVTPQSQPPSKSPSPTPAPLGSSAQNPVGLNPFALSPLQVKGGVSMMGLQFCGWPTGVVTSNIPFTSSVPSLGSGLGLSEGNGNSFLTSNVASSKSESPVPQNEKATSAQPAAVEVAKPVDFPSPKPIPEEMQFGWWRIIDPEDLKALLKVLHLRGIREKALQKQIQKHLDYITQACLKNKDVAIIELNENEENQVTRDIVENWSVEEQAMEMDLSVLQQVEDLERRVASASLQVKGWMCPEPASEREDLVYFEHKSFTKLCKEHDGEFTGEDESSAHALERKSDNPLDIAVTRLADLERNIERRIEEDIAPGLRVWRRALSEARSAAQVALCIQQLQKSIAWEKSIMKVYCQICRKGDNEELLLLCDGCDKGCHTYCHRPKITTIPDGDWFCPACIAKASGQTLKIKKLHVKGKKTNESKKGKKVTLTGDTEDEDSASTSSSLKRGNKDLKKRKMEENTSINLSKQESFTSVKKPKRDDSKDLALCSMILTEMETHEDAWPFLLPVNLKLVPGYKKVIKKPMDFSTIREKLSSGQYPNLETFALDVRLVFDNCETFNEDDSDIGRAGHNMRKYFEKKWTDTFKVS
#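 AlphaScreen displacement: compounds (up to 110uM) incubated 30 min at room temperature with a preformed 50 nM BAZ2B/50 nM biotinylated H3K14Ac peptide complex in PBS pH 7.4 with Tween-20. Donor and acceptor beads at 10 ug/mL final added, 20 min light-protected before reading.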
# JMJD2A Tudor inh – inhibitors of human JMJD2A Tudor domain; hit rate 4.4% among 390,000; AlphaScreen JMJD2A-Tudor / H3K4me3 peptide binding; AID 504339; O75164; Potency, µM (series often up to 114 µM), for the others: at the highest dose activity change, negative = inhibition, usual class: inhibitors; further: potency means the concentration at half of the fitted maximal effect; on the % scale 0 is the no-effect control and ±100 the full control effect; nearly all actives have a fitted effect of over 50% in size
# * hit, by the source's call; i = inactive; ? = inconclusive; / = not tested or not shown; [ ] = remark or other dose. Unless noted, the call rests on the fitted dose curve; in most records, active means well fitted curve in the direction sought with a large enough effect; inconclusive means small, poorly fitted or top-dose-only effect, or another doubt; inactive means no such curve, though single readings can be large; an effect the other way counts as inactive or inconclusive. Some of the compounds tested, so the mix of outcomes need not match the whole.
SMILES,GLS inhibitor,HP1b chromo inh,RGS4 inhibitor,ALOX12 inh,ERG Ets-DNA blk,PI4K2A block,G9a inh,BAZ2B inh,JMJD2A Tudor inh
CN(C)S(=O)(=O)c1ccc(N2CCCC2)c(C(=O)NNC(=O)COc2cccc(F)c2)c1,16%,38%[activator],-8%,i,-4%,-5,21%[12.7 µM],-4%,-7%
Cc1ccc(C)c(Cn2c3ccccc3c3cnn(CC(=O)NCCN4CCOCC4)c(=O)c32)c1,12%,20%,-46%,1%,16%,0,16%,-19%[57.1 µM],-18%
O=C(N/N=C\c1cccnc1)c1cc(-c2ccc(Cl)s2)[nH]n1,-9%,-8%,?,-2%,-6%,-1,32µM*,50µM*,56µM*
COC(=O)CCC(C)C1CCC2C3CCC4CC(O)CCC4(C)C3=CC(=O)C12C (stereo unspecified),0%,17%,5%,8%,4%,-5,/,/,-21%
CC1(C)C([N+](=O)[O-])C(c2ccc(F)cc2)NC(c2ccc(F)cc2)C1[N+](=O)[O-] (stereo unspecified),-17%,13%,-12%,222%[activator],6%,2,-4%,-20%,-14%
FC(F)(F)c1cccc(Cc2noc(CN3CCCC(OCc4ccccn4)C3)n2)c1 (stereo unspecified),-7%,41%,-23%,?,4%,4,?,-14%,10%
CC(C)(C)n1ncc2c(=O)n(CC(=O)Nc3ccc4c(c3)OCO4)cnc21,-8%,25%,-20%,5%,4%,-5,4%[59 µM],-2%,-4%
Cc1nc2ccccn2c1/C(O)=C1\C(=O)C(=O)N(CCCn2ccnc2)C1c1ccncc1 (stereo unspecified),2%,47%[activator],-3%,?,1%,-4,-14%,?,?
Cc1cc(=O)oc2cc(OCC(=O)Nc3ccc(F)cc3F)ccc12,-22%,35%,-15%,-11%,11%,-1,-34%,6%,6%
CC(C)NC(=O)CSc1nnc(-c2ccc3ncccc3c2)n1C,0%,37%,-6%,16%,15%,1,-5%,-8%,-19%
CC(=O)c1cccc2c(O)c(C3=Nc4ccccc4C3=O)[nH]c12,-3%,-94%,?,-4%,1%,3,?,25µM*,45µM*
COC(=O)[C@]12C(=O)NC[C@H](CN1c1ccc(Cl)c(C)c1)N2C,12%,22%,10%,5%,8%,-2,/,/,-19%
O=C(CCN1C(=O)S/C(=C\c2ccc(F)cc2)C1=O)Nc1ccc(O)cc1C(=O)O,28%,2%[57 µM],-11%,37%[activator],-2%,-12,12%,-16%,-13%
COc1ccc(C)cc1N(CC(=O)NC(C)c1ccccc1)S(C)(=O)=O (stereo unspecified),-5%,32%,3%,17%,65%[activator],1,22%,11%,-17%
COC(=O)c1cc(-c2cccs2)[nH]n1,-4%,23%,18%,-1%,4%,1,37%[59 µM],18%,-17%
C=CC[C@H](CC(=O)N(CCO)Cc1ccccc1)C(=O)N[C@H](COC(=O)[C@@H](CC=C)Cc1ccc(F)cc1)Cc1c[nH]c2ccccc12,0%,23%,1%,-29%,-7%,-3,/,/,?
O=C(CSc1nnc(CNC(=O)c2ccco2)o1)Nc1ccc(Br)cc1,-1%,24%,?,?,17%,0,10µM*,?,-2%
Cc1ccc(-c2nn(-c3ccccc3)cc2C(=O)NC2CCC(O)CC2)cc1 (stereo unspecified),-9%,16%,-3%,-14%,-7%,6,10%[2.33 µM],-5%,-1%
O=C(N/N=C/c1ccc([N+](=O)[O-])cc1)c1cc(-c2ccc3c(c2)OCO3)n[nH]1,0%,16%,-12%,7%,-3%,-4,/,-2%,-13%
O=C(c1cc2ccccc2o1)N(C1CC1)C1(C(=O)Nc2ccccc2)CCCC1,2%,20%,-7%,0%,0%,0,-26%,-20%,-13%
Cn1c(=O)[nH]c(=O)c2cc(C(=O)c3cc(F)ccc3O)cnc21,-2%,9%,-19%,-2%,6%,-3,1%,-26%,-12%
O=C(CN1C(=O)C2CC=CCC2C1=O)Nc1nc2ccccc2s1 (stereo unspecified),3%,25%,12%,?,-4%,-3,8%,2%,-13%
CCOc1ccccc1C=NNC(=O)C1CC1,-15%,17%[57 µM],2%,-1%,-8%,6,/,/,-6%
CCCCN(C(=O)NC(=O)C1=C(N2CCOCC2)/C(=C/c2ccccc2)CC1)S(C)(=O)=O,20%,14%,-23%,-26%,/,3,?,-8%,-26%
CC(=O)c1ccc(OCC(O)CN2CCN(S(=O)(=O)c3c(C)c(C)cc(C)c3C)CC2)cc1 (stereo unspecified),1%,7%,8%,9%,-1%,5,50µM*,-19%,-34%
CC(=O)Nc1ccc(S(=O)(=O)N(C)CCOCc2ccccc2)cc1,4%,14%,-2%,-9%,7%,-1,-13%,1%,-6%
COc1cc(CC(=O)O)ccc1OCc1ccccc1,-1%,32%,6%,13%,8%,7,6%,-20%,-3%
O=C(NCCC1CCCCN1S(=O)(=O)c1ccc(F)cc1)C(=O)Nc1ccccc1F (stereo unspecified),4%,27%,-4%,-19%,-4%,4,4%[0.501 µM],24%,6%
O=C(CSC1=Nc2ccccc2N=C(c2ccc(F)cc2)C1)Nc1ccc(Cl)cc1,-5%,24%[57 µM],-20%,?,2%,-4,-23%[59 µM],-1%,0%
CCOC(=O)Cn1c(=O)oc2cc(S(=O)(=O)NCc3ccc(F)cc3)ccc21,9%,45%,-7%,0%,-1%,-1,6%[59 µM],4%[57.1 µM],3%
CCN(C(=O)COC(=O)c1nn(-c2ccccc2)c(=O)c2ccccc12)C1CCS(=O)(=O)C1 (stereo unspecified),5%,22%,-10%,28%,3%,-8,8%[12.7 µM],2%,-10%
O=C(OC1CCN(c2ncc(C(F)(F)F)cc2Cl)CC1)c1ccc(Cl)cc1,-22%,83%[activator],0%,0%,-1%,-2,/,27%,24%
Cc1ccc(S(=O)(=O)Nc2cc3c(cc2C)n(C)c(=O)c(=O)n3C)cc1,8%,30%,-33%,0%,-4%,0,2%[59 µM],2%,-3%
Cn1c(C2CC(=O)N(Cc3ccccc3)C2)nc2ccccc21 (stereo unspecified),-7%,50%[activator],-2%,-3%[57.4 µM],-7%,6,2%[59 µM],12%,3%
O=c1c2[nH]c3ccccc3c2ncn1C1CCCCC1,6%,61%[activator],12%,-16%,0%,-3,-20%[59 µM],0%,-1%
CCOC(=O)c1sc(NNC(=O)c2ccc(F)cc2)nc1C,?,20%,-15%,0%,7%,0,?,14%,-6%
CCOC(=O)c1ccc(NC(=O)c2ccccc2)cc1,2%,23%,-13%,20%,/,0,7%[12.7 µM],9%,-11%
Nc1ncnc2nc(N3CCN(C(=O)c4ccccc4)CC3)[nH]c12,33%,39%,8%,322%[activator],4%,5,16%[59 µM],-2%,-3%
Brc1ccccc1OCCCOc1cccc2cccnc12,-2%,51%[activator],0%,-21%,10%,-2,18%[0.501 µM],18%,24%
Cc1nn(Cc2c(F)cccc2Cl)c(C)c1[N+](=O)[O-],-13%,60%[activator],-14%,-1%,-12%,0,13%,6%,20%

# Arranged by value in RGS4 inhibitor (highest first): some entries from above.
molecule,GLS inhibitor,HP1b chromo inh,RGS4 inhibitor,ALOX12 inh,ERG Ets-DNA blk,PI4K2A block,G9a inh,BAZ2B inh,JMJD2A Tudor inh
Cn1c(C2CC(=O)N(Cc3ccccc3)C2)nc2ccccc21 (stereo unspecified),-7%,50%[activator],-2%,-3%[57.4 µM],-7%,6,2%[59 µM],12%,3%
CC(C)(C)n1ncc2c(=O)n(CC(=O)Nc3ccc4c(c3)OCO4)cnc21,-8%,25%,-20%,5%,4%,-5,4%[59 µM],-2%,-4%
FC(F)(F)c1cccc(Cc2noc(CN3CCCC(OCc4ccccn4)C3)n2)c1 (stereo unspecified),-7%,41%,-23%,?,4%,4,?,-14%,10%

# The listing continues.
SMILES,GLS inhibitor,HP1b chromo inh,RGS4 inhibitor,ALOX12 inh,ERG Ets-DNA blk,PI4K2A block,G9a inh,BAZ2B inh,JMJD2A Tudor inh
N#C/C(=C\c1cc([N+](=O)[O-])ccc1Cl)C(N)=O,?,-3%,-8%,-23%,-1%,2,?,-18%,-15%
CC(=O)C1=C(c2ccc(C)c(C)c2)N(C(C)=O)n2c(nnc2-c2ccc(Cl)cc2)S1,-12%,20%,-13%,-24%,2%,-4,-1%[59 µM],-38%,11%
CC1(C)Cc2c(cnn2-c2ccccc2)C(NC(=O)CCc2ccc(=O)[nH]n2)C1 (stereo unspecified),6%,9%,-4%,0%,1%,-3,/,4%,-14%
CCN(CC)S(=O)(=O)c1ccc2oc(SCc3ccc(F)cc3)nc2c1,-5%,82%[activator],-16%,11%,-22%,0,15%[12.7 µM],8%,30%
COc1cccc(C(=O)OC(C)C(=O)NCC2CCCCC2)c1 (stereo unspecified),8%,33%,11%,-5%,-5%,-1,-8%[12.7 µM],4%,-12%
CCOc1ccc2oc(=O)cc(CN3CCN(Cc4ccccc4)CC3)c2c1,-4%,20%,-4%,?,-1%,-2,?,-30%,-10%
COc1ccc2sc(-c3ccc(N(C)C)cc3)c(-c3cnc(OC)nc3)c2c1,8%,18%,-9%,0%,-2%,0,-6%[0.501 µM],?,?
CCN1CCN(S(=O)(=O)c2ccc3[nH]c(=O)oc3c2)CC1,1%,24%,1%,-11%,-16%,-2,-1%,-7%,-5%
COc1cccc(NC(=O)Cn2nc(C)c3c(C)n(-c4ccccc4)nc3c2=O)c1,-14%,11%,-8%,-25%,8%,-4,-11%[59 µM],-10%,-5%
Cc1nn2c(N)c(-c3ccccc3)cnc2c1-c1ccc(Cl)cc1,-10%,72%[activator],-3%,i,-1%,1,8%,31%[activator],22%

# Screening results from PubChem.
